BAZ2B inh = qHTS Assay for Inhibitors of BAZ2B. AlphaScreen BAZ2B-H3K14Ac peptide displacement. Potency, µM (titrated, usually from 114 µM), for the others: at the highest dose activity change, negative = inhibition, usual class: inhibitors. 4.4% of 360,000 active; also: % is scaled to controls: 0 for no effect and ±100 for the full control effect; nearly all actives have a fitted effect of over 60% in size
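AlphaScreen displacement: compounds (up to 110uM) incubated 30 min at room temperature with a preformed 50 nM BAZ2B/50 nM biotinylated H3K14Ac peptide complex in PBS pH 7.4 with Tween-20. Donor and acceptor beads at 10 ug/mL final added, 20 min light-protected before reading.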
APE1 inh = qHTS Assay for Inhibitors of the Human Apurinic/apyrimidinic Endonuclease 1 (APE1); DNA repair nuclease/redox regulator APEX1 (Homo sapiens), P27695; recombinant APE1, TAMRA/BHQ-2 abasic DNA cleavage fluorescence; Potency, µM (highest dose often 65.8 µM), without a hit: at the top dose activity change, negative = inhibition, hits mostly inhibitors; 0.35% of 350,000 active; AID 2517, 2012;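 also: plate controls were vehicle for no effect and reference inhibitor for full effect; nearly all actives have a fitted effect of over 55% in size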
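Compound pre-exposure to 0.75 nM APE1, 15 min at ambient temperature. Reaction initiated with 50 nM TAMRA/BHQ-2 THF substrate, read immediately in kinetic mode, 525 nm excitation, 598 nm emission.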
POLI inh = qHTS for Inhibitors of Polymerase Iota; Pol iota fluorescent replication assay, 10 min; 1% of 390,000 active; AID 588590, 2011; Potency, µM (doses to about 115 µM), for inactives: at the top dose activity, negative = inhibition, usual class: inhibitors; DNA polymerase iota (Homo sapiens), Q9UNA4
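Fluorescent replication assay read twice, at 0 min and 10 min after adding 50 nM (final) substrate. Enzyme (10 nM) and compounds were first incubated 15 min at room temperature; enzyme-free buffer wells were negative controls.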
POLH inh = qHTS for Inhibitors of Polymerase Eta. DNA polymerase eta (Homo sapiens), Q9Y253. recombinant Pol eta, fluorescent DNA replication assay. Potency, µM (series often up to 114 µM), for inactives: at the highest dose activity change, negative = inhibition, hits mostly inhibitors. 1.2% of 390,000 active. AID 588591, 2011; also: % is scaled to controls: 0 for no effect and ±100 for the full control effect
Target sequence (Q9Y253 whole entry, looked up): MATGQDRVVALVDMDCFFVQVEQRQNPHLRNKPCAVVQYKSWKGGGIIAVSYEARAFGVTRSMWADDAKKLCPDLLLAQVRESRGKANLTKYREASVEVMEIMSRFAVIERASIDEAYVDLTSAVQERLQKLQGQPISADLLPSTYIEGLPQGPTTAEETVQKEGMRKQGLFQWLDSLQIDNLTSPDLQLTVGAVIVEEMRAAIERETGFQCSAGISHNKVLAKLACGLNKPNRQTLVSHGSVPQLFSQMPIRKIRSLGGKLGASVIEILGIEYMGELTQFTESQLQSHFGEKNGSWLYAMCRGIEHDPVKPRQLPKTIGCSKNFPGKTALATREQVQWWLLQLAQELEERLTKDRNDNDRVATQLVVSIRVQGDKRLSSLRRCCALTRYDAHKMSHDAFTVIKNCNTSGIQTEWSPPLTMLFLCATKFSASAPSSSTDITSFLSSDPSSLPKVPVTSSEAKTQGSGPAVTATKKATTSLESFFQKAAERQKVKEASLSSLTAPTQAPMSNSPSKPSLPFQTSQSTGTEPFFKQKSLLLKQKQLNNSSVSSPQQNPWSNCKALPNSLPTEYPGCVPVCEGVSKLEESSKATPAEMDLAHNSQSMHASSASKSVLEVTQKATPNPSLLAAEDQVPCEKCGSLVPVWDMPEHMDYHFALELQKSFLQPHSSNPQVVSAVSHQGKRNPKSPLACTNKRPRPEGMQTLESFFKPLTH
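Fluorescent replication assay: 50 nM final substrate added after a 15 min room-temperature compound preincubation with 10 nM enzyme. Signal taken at 0 min and again at 10 min.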
Apoferritin bind = qHTS Assay for Identification of Novel General Anesthetics; Potency, µM (doses to about 77.5 µM), for the others: at the highest dose activity change, negative = displacement, usual class: inhibitors; apoferritin/1-aminoanthracene competitive binding, fluorescence; Ferritin light chain (Equus caballus), P02791; 0.074% of 350,000 active; also: % is scaled to controls: 0 for no effect and ±100 for the full control effect; nearly all actives have a fitted effect of over 20% in size
Target sequence (P02791 2-175 limits assumed): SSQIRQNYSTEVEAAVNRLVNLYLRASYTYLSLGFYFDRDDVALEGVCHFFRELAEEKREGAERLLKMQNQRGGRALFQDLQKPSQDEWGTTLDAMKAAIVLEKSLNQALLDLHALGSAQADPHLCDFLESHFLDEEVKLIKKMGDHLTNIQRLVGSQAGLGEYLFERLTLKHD
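Steps: apoferritin (10 uM) was premixed with half-saturated 1-AMA in PBS, compounds were pin-transferred, plates stood 10 min at room temperature, fluorescence was read at 380/535 nm, and curves were fitted with a Hill equation.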
Pol kappa inh = qHTS for Inhibitors of Polymerase Kappa | DNA polymerase kappa (Homo sapiens), Q9UBT6 | purified Pol kappa, fluorescent DNA synthesis assay, 10 min | Potency, µM (highest dose often 107 µM), for the others: top-dose activity, negative = inhibition, actives largely listed as inhibitors | 0.53% of 400,000 active | AID 588579, 2011; also: % is scaled to controls: 0 for no effect and ±100 for the full control effect
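Readout: fluorescence, taken kinetically at 0 and 10 min. Conditions: 10 nM Pol kappa, 15 min RT compound preincubation, 50 nM substrate final. Controls: enzyme-free buffer wells.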
Pol beta inh = qHTS Assay for Inhibitors of DNA Polymerase Beta | Potency, µM (doses to about 114 µM), inactives show at the highest dose activity change, negative = inhibition, hits mostly inhibitors | Pol beta primer extension/strand displacement, fluorescence kinetic | 1.3% of 340,000 active; also: % is scaled to controls: 0 for no effect and ±100 for the full control effect
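Values derive from four-parameter Hill fits of normalized kinetic data: reads at 0 and 10 min following addition of 50 nM substrate to 10 nM Pol beta preincubated 15 min with compound.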
G9a inh = qHTS Assay for Inhibitors of Histone Lysine Methyltransferase G9a | G9a H3K9 monomethylation, AlphaScreen, 2 h | Potency, µM (highest dose often 102 µM), inactives show at the highest dose activity, negative = inhibition, actives largely listed as inhibitors | 8.8% of 350,000 active | AID 504332, 2011; also: % is scaled to controls: 0 for no effect and ±100 for the full control effect; nearly all actives have a fitted effect of over 75% in size
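Quantitative HTS format: methyltransferase activity on a biotin-tagged H3K9 peptide is measured by AlphaScreen, using a rabbit anti-monomethyl-H3K9 antibody with streptavidin donor and anti-IgG acceptor beads. Final levels are 20 nM enzyme, 500 nM peptide, 20 uM SAM; 2 h RT.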
BLM helicase inh = qHTS Assay for Inhibitors of Bloom's syndrome helicase (BLM) | recombinant BLM DNA unwinding, fluorescence dequenching | Potency, µM (top dose mostly 56.1 µM), inactives show top-dose activity change, negative = inhibition, hits mostly inhibitors | 0.2% of 350,000 active | AID 2528, 2010;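 also: plate controls were vehicle for no effect and no enzyme for full effect; nearly all actives have a fitted effect of over 35% in size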
Numbers without * were called inactive; ? = inconclusive; / = not tested or not shown; [ ] = another dose, or the depositor's remark. Calls follow the shape of the dose curve; as a rule, active = well fitted curve in the direction sought with a large enough effect; inconclusive = small, poorly fitted or top-dose-only effect, or another doubt; inactive = no such curve, though single readings can be large; an effect the other way counts as inactive or inconclusive. Potency is read from the fitted curve at half-maximal effect. A portion of the library; count on the stated rates, not on these rows.

Values in the order – BLM helicase inh	G9a inh	POLH inh	APE1 inh	Pol kappa inh	POLI inh	Pol beta inh	BAZ2B inh	Apoferritin bind
> Cc1ccc(NC(=O)c2c(C)oc3nc(C)nc(N4CCCC4)c23)c(C)c1
 : 4.1%	-10.1%[59 µM]	-20.9%	/	-13.8%	39.9%[activator]	0.5%	1.4%[57.1 µM]	-10.5%
> Cc1ccc(C)c(C(=O)CSc2nnnn2C(C)C)c1
 : -2.0%	-7.3%[59 µM]	9.5%	-1.3%	-1.5%	20.0%	3.4%	11.8%	-7.1%
> CC(C)OC(=O)CC1C(=O)NCCN1C(=S)NC(=O)c1cccs1 (centres undefined)
 : -3.8%	44.7µM*	-1.3%	2.5%	-17.1%	-5.2%	-24.1%	-21.4%	-4.6%
> CCc1ccc(OCC(=O)N2c3ccccc3CCc3ccccc32)cc1
 : -6.1%	50.0%[59 µM]	-15.5%	-0.8%	-9.3%	6.4%	0.6%	3.8%	-10.1%
> CCOC(=O)Cc1c(C)nc2c(-c3ccc(OC)cc3)c(C)nn2c1C
 : -8.0%	-3.1%	2.2%	-2.0%	-10.6%	-3.0%	0.0%	13.8%	-1.2%
> Cc1nn(C)c(C(=O)Nc2ccn(Cc3c(F)c(F)cc(F)c3F)n2)c1[N+](=O)[O-]
 : -1.1%	-6.1%[12.7 µM]	-3.3%	-2.6%	-8.5%	10.9%	-1.2%	9.3%	-13.9%
> O=C(COc1ccc(/C=N/NC(=O)c2cc3ccccc3o2)cc1Br)Nc1ccccc1
 : -13.5%	-33.0%[0.0925 µM]	0.891µM*	-11.2%	-4.8%	?	5.62µM*	-5.7%	-7.7%
> Cc1ccc(N2C(=O)CC(n3nc(C)cc3C)C2=O)cc1 (centres undefined)
 : -5.4%	?	-3.1%	0.2%	-2.2%	5.2%[58.9 µM]	8.5%	-3.8%	-7.7%
> CC(C)(C)n1nnnc1C(c1ccccn1)N(Cc1ccccc1)Cc1ccc(Cl)cc1 (centres undefined)
 : -4.9%	11.7%[59 µM]	-21.7%	2.8%	-5.1%	10.1%	9.1%	-6.4%	39.7%[activator]
> COc1cccc(CN(C)CC(=O)Nc2ccccc2C(=O)Nc2ccccc2)c1
 : -4.3%	-27.7%	-10.7%	-10.0%	-4.2%	-12.8%	-23.2%	-16.7%	-10.9%
> COc1cc(NS(=O)(=O)c2ccc(C)cc2C)cc(OC)c1OC
 : -5.0%	79.4µM*	-15.7%	-6.3%	-14.0%	18.2%	-0.2%	?	-21.6%
> CCOc1ccccc1NC(=S)N1CCC(NC(=O)c2ccco2)CC1
 : -1.3%	-2.5%	-15.9%	-1.8%	-6.6%	91.5%[activator]	-3.4%	0.1%	-5.8%
> COc1ccc(OC)c(CCNC(=O)c2nc(-c3ccc(Cl)cc3)n3c2CCCCC3)c1
 : -6.5%	14.1µM*	-27.5%	/	-9.8%	8.6%	-26.2%	15.8µM*	56.1%[activator]
> COc1ccccc1CCC(=O)Nc1ccc(OC)c(S(=O)(=O)N2CCOCC2)c1
 : /	-0.3%[12.7 µM]	-17.3%	19.3%	-0.2%	29.4%	/	-8.2%	/
> Cc1cccc2nc(-c3ccco3)c(Nc3ccc4c(c3)OCCO4)n12
 : -10.1%	?	-16.0%	3.2%	-3.4%	-24.6%	-6.5%	35.5µM*	-2.4%
> CC(NCC1COc2ccccc2O1)C(=O)NCc1ccccc1 (centres undefined)
 : 0.3%	44.7µM*	-17.0%	4.0%	2.6%	66.1%[activator]	-23.2%	35.5µM*	-4.6%
> O=C(CSc1nncn1-c1ccccn1)Nc1cccc(Cl)c1
 : 0.0%	-39.5%	-13.1%	12.2%	0.3%	48.3%[activator]	26.7%	-4.4%	-3.3%
> CC(=O)Nc1ccc(N(C(=O)Cc2cccs2)C(C(=O)NC2CCCC2)c2ccncc2)cc1 (centres undefined)
 : -5.0%	13.2%	-3.0%	12.1%	-9.3%	38.1%[activator]	29.6%	-0.2%	-8.5%
> COc1ccc(CNC(=O)COCc2cc(-c3ccc4c(c3)OCO4)on2)cc1
 : -2.2%	0.2%[59 µM]	-20.8%	/	-5.3%	-0.3%	2.1%	4.0%	0.5%
> CC1(C)CC2(CC(C)(C(=O)CSc3nc4ccccc4s3)OC2=O)C(=O)O1 (centres undefined)
 : -2.7%	-7.9%	-1.8%	0.1%	-9.5%	0.2%	10.9%	-8.5%	-4.6%
> COc1ccc(N(C)C(=O)CCS(=O)(=O)c2cccc3nonc23)c(OC)c1
 : -0.8%	?	11.2%	2.1%	3.3%	5.3%	10.9%	-30.1%	-17.3%
> Cc1ccc(/C=C/C(=O)Nc2cccc3ncccc23)o1
 : -9.5%	?	-12.2%	-2.2%	-13.5%[60.1 µM]	-14.2%	-7.9%	-3.6%	3.4%
> CCOc1cc(/C=C(\CC(=O)O)c2nc3ccccc3s2)ccc1OC
 : 0.8%	1.8%	-25.6%	-2.4%	-1.9%	105.7%[activator]	-11.5%	-1.4%	-4.2%
> Cc1ccc2nc(CN3CCN(S(=O)(=O)c4ccc(F)cc4)CC3)oc2c1
 : -3.2%	4.9%[59 µM]	-12.4%	/	-11.4%[60.1 µM]	-9.7%	-0.1%	-14.1%	-8.5%
> CCCCN(CC)C(=O)CSc1cc(=O)n(C)c2ccccc12
 : 0.3%	11.9%[12.7 µM]	3.6%	-7.9%	-2.1%	25.3%	-5.4%	-2.3%	7.5%
> Cc1nc2nc(-c3ccc(Cl)cc3Cl)nn2c(C)c1CCC(=O)Nc1ccc(F)cc1
 : -2.9%	6.5%[59 µM]	-4.4%	/	-6.1%	-5.7%	38.9%	-4.3%	-4.2%
> COc1ccc(OCC(O)CN2CCCC2)cc1 (centres undefined)
 : -0.3%	/	-2.8%	6.1%	-4.2%	12.9%	3.6%	?	1.6%
> N#Cc1ccc(-c2cccs2)nc1SCC(=O)Nc1cccc(C(F)(F)F)c1
 : -2.7%	10.0%[59 µM]	-15.5%	/	-2.0%	6.9%	-1.5%	-17.2%	-7.8%
> Cc1ccc(NC(=O)CN2CCN(C3CCCCC3)C(=O)C2=O)cc1
 : -1.2%	23.4%[59 µM]	-3.4%	/	-4.8%[60.1 µM]	0.6%	26.5%	-3.7%	-11.9%
> COC(=O)c1ccc(CNC(=O)C2CCC(=O)N(Cc3ccccn3)C2)cc1 (centres undefined)
 : 1.4%	25.7%	-1.2%	24.6%	-15.5%	5.6%	-1.7%	-1.1%[57.1 µM]	-6.1%
> COCCn1c(SCc2ccc(C(=O)OC)o2)nc2ccccc2c1=O
 : -1.3%	?	7.8%	-1.2%	-7.8%	-4.4%	-3.3%	10.8%	-6.5%
> Cc1cccc2c1N(CC(=O)OC(C)C)C(=O)C2=O
 : 8.2%	-14.4%	2.4%	-2.6%	-2.1%	-3.9%	-0.9%	5.2%	-7.4%
> N#CC1=C2C=CC=CN2CC1=O
 : -3.2%	3.98µM*	5.1%	13.5%	-1.4%	?	41.6%	50.1µM*	-7.1%
> O=C(Nc1ccccc1Oc1ccccc1)c1ccccc1F
 : -3.6%	103.7%[activator][59 µM]	-9.9%	13.7%	-3.3%	104.3%[activator]	33.9%	121.4%[activator]	-9.6%
> COC(=O)c1ccc(OCC2c3cc(OC)c(OC)cc3CCN2C(=O)C2CC2)cc1 (centres undefined)
 : -3.7%	-45.7%	-17.4%	8.3%	-11.6%	1.5%	24.1%	-3.6%	-12.9%
> O=C(COc1ccccc1Br)NC1CCCC1
 : -4.4%	-0.2%[59 µM]	-8.9%	-2.7%	-7.6%	3.6%	17.9%	-2.1%	-15.1%
> COc1cccc2cc(C(=O)NC(C)c3ccccc3)c(=O)oc12 (centres undefined)
 : -5.6%	3.1%[0.501 µM]	-10.9%	1.4%	2.9%	31.2%[activator]	4.5%	-3.1%	0.3%
> O=[N+]([O-])c1cccc(-n2nnnc2CN2CCCC2)c1
 : -1.0%	-49.0%	-8.3%	?	-6.8%	89.6%[activator]	-1.1%	13.5%	-1.8%
> Cc1cccc(OCC(=O)Nc2cc(Cl)ccc2-n2cncn2)c1C
 : /	?	-16.3%	-4.1%	-14.8%	22.1%	/	-5.8%	/
> CCn1c(O)c(N=NC(=O)CNc2ccc(C)cc2)c2ccccc21
 : -5.1%	?	-8.7%	-4.2%	-15.2%	64.9%[activator]	19.6%	31.6µM*	?
> O=C(C1=C(O)C(=O)N(CCN2CCOCC2)C1c1ccco1)c1cc2ccccc2o1 (centres undefined)
 : -3.7%	31.6µM*	-17.7%	33.9%	-9.1%	89.8%[activator]	0.7%	?	-19.4%
> Cc1ccccc1-n1nc2c(c1NC(=O)c1cc3ccccc3oc1=O)CS(=O)(=O)C2
 : -0.4%	-32.8%	-0.1%	-10.5%	-15.8%	2.9%	0.1%	8.3%	-1.1%
> O=C(CCN1C(=O)/C(=C/c2cccs2)SC1=S)Nc1cccc(O)c1
 : -2.8%	25.8%	5.3%	-5.3%	-10.6%	-73.5%	0.3%	-18.5%	-17.4%
> CCOc1ccc(CN(C)C(=O)CNC(=O)Cc2cccc3ccccc23)cc1
 : -2.7%	13.1%	-11.9%	62.2%[activator]	6.8%	24.9%	2.8%	-12.5%	-2.1%
> CCOc1ccccc1N1CCN(S(=O)(=O)c2ccc(F)c(F)c2)CC1
 : -9.1%	-9.3%[59 µM]	-10.8%	-4.4%	-13.4%	6.6%	7.2%	/	72.6%[activator]
> CC(Cn1cnc2ccccc21)C(=O)O (centres undefined)
 : 1.7%	-10.4%[59 µM]	-5.8%	-1.2%	9.6%	12.7%	1.0%	-5.5%	2.6%

Screening data as filed in PubChem.
